Screening data: PubChem, several laboratories
BoNT-A LC inh2 = BoNT/A light chain protease inhibitors, primary screen, biochemical, flow cytometry, MLPCN library | Botulinum neurotoxin type A light chain protease (Clostridium botulinum A str. ATCC 3502) | inhibition, % at 10 µM | multiplex microsphere protease substrate cleavage | actives 0.17% (n = 360,000); in the data active = inhibition above about 30%; inconclusive = no clear call, values can overlap the other calls; note: plate controls were buffer without enzyme for full effect and enzyme alone for no effect
PrPC TRFRET = inhibitors of human cell surface prion protein PrPC, primary screen, cell-based, TR-FRET | Major prion protein (Homo sapiens), P04156 | TR-FRET read-out | inhibition, % at 13.8 µM | actives 0.43% (n = 370,000); in the data active = inhibition above about 24%; note: 0% = median of the test wells and 100% = reference compound wells
CCHFV vOTU inh = CCHFV vOTU protease inhibitors, primary screen, biochemical, Pep-AMC substrate, fluorescence | Crimean-Congo hemorrhagic fever virus L polyprotein viral ovarian tumor (vOTU) protease … | inhibition, % at 11.5 µM | actives 0.55% (n = 370,000); note: 0% = vehicle wells with enzyme and 100% = no enzyme wells
FadD28 FP inh = inhibitors of FadD28 bisubstrate probe binding, primary screen, biochemical, fluorescence polarization, single point | inhibition, % at 12.5 µM | actives 0.22% (n = 360,000) | AID 588549, 2011; in the data active = inhibition above about 8.5%, passing the limit was not always enough; inconclusive = no clear call, values can overlap the other calls
BioA inh = M. tuberculosis BioA enzyme inhibitors, primary screen, biochemical, plate reader, single point, HTS | 7,8-diaminopelargonic acid synthase BioA (Mycobacterium tuberculosis) | purified M. tuberculosis BioA enzyme | inhibition, % at 9.99 µM | actives 0.096% (n = 360,000) | AID 602481, 2012; in the data active = inhibition above about 40%; inconclusive = no clear call, values can overlap the other calls
FBA Mtb inh = Mtb FBA enzyme inhibitors, primary screen, biochemical, fluorescence, strain H37Rv. purified M. tuberculosis FBA, fluorescence read-out. actives 2.3% (n = 360,000). Fructose-bisphosphate aldolase (Mycobacterium tuberculosis (strain ATCC 25618 / H37Rv)), …. inhibition, % at 1 µM; in the data active = inhibition above about 27%;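 note: 0% = vehicle and 100% = reference inhibitor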
Target sequence (P9WQA3 whole entry, looked up): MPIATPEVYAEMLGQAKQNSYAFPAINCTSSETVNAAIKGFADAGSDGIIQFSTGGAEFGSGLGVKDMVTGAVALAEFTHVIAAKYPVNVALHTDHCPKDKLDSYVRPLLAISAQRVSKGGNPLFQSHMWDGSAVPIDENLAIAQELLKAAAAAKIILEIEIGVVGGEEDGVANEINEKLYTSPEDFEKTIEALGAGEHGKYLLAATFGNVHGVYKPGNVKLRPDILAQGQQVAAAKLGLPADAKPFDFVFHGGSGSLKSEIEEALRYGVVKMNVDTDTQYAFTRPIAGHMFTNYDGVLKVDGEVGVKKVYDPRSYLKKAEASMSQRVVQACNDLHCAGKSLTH
GDH-TPI counter = GDH-TPI coupling enzyme inhibitors, primary screen, artefact control for M. tuberculosis FBA inhibitor project, biochemical, absorbance, full deck. GDH-TPI coupled enzyme counterscreen, NADH absorbance. inhibition, % at 4.8 µM. actives 1.2% (n = 360,000). AID 588335, 2011;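 note: 0% = DMSO wells and 100% = wells lacking the enzyme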
Mtb UGM inh = M. tuberculosis UGM enzyme inhibitors, primary screen, biochemical, fluorescence polarization, single point; UDP-galactopyranose mutase (Mycobacterium tuberculosis (strain ATCC 25618 / H37Rv)), …; purified UGM, fluorescence polarization probe displacement; inhibition, % at 10 µM; actives 0.06% (n = 320,000); AID 504406, 2011; in the data active = inhibition above about 10%, passing the limit was not always enough; inconclusive = no clear call, values can overlap the other calls
Target sequence (P9WIQ1 whole entry, looked up): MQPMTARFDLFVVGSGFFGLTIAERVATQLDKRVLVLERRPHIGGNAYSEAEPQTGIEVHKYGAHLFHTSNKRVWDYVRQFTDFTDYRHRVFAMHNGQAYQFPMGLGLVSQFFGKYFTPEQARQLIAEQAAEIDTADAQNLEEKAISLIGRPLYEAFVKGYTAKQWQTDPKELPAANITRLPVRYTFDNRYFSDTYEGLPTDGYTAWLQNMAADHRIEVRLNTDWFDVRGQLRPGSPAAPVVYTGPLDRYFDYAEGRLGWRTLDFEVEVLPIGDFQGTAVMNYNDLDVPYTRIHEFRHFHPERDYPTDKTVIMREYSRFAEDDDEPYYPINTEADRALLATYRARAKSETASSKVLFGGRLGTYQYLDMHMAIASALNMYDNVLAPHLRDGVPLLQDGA
BoNT-F LC inh = BoNT/F light chain protease inhibitors, primary screen, biochemical, flow cytometry, MLPCN library | Multiplex microsphere protease cleavage assay | Botulinum neurotoxin type F light chain protease (Clostridium botulinum) | actives 0.22% (n = 360,000) | inhibition, % at 10 µM; in the data active = inhibition above about 35%, passing the limit was not always enough; inconclusive = no clear call, values can overlap the other calls; note: plate controls were buffer without enzyme for full effect and enzyme alone for no effect
Active calls of the source: *; ? = inconclusive; nt = not tested or not shown. Cut-off read from the data, not from the text of the source, unless noted: active = inhibition above about 30%; inactive = the rest.

SMILES	BoNT-A LC inh2	PrPC TRFRET	CCHFV vOTU inh	FadD28 FP inh	BioA inh	FBA Mtb inh	GDH-TPI counter	Mtb UGM inh	BoNT-F LC inh
CSCCC(NC(=O)c1ccc(Cl)cc1)C(=O)OCC(C)=O (configuration not stated)	-0.4	0.1	-4.3	0.9	nt	0.9	-5.8	0.8	-0.3
O=C1CCN(Cc2ccc(O)cc2)CCN1[C@H](CO)c1ccccc1	0.1	2.6	9.8	0.3	-1.0	-1.3	0.4	-0.8	2.5
CN(c1ccccc1)S(=O)(=O)c1cccc(NC(=O)C2CCCO2)c1 (configuration not stated)	0.2	0.3	-16.7	0.0	-1.5	2.1	9.4	2.4	3.1
CCOC(=O)c1c(CN2CCN(c3ccccc3)CC2)oc2cc(Br)c(O)cc12	-2.4	1.6	12.6	-0.5	-2.5	-1.4	5.6	2.0	-24.0
CCCCNc1nnc(Cc2ccc(Cl)cc2)c(=O)[nH]1	-2.4	-4.0	-13.3	-2.0	-1.0	-1.5	-0.7	0.2	-9.9
O=C(NCc1ccccn1)Nc1cccc(Cl)c1Cl	-0.2	-3.7	3.4	-2.4	-0.3	-2.8	-2.2	-1.3	7.2
CCc1c(C)nc(N)n2c(SCC(=O)Nc3ccccc3OC)nnc12	-0.6	3.8	-18.4	0.2	nt	1.2	14.2	-1.5	-0.7
CC(NC(=O)c1ccccc1)c1nc2ccccc2n1Cc1ccc(C#N)cc1 (configuration not stated)	0.0	-10.9	0.7	-3.5	-1.2	0.9	4.1	-0.9	-7.8
Cc1cccc(C)c1NC(=O)CN(C)C(=O)c1ccc(N2C(=O)CCC2=O)cc1	-1.8	-6.3	-0.5	-0.2	-0.4	4.5	6.3	-1.0	1.3
COc1ccccc1C(=O)OCC(=O)c1cccc([N+](=O)[O-])c1	-0.2	-5.9	-11.5	-0.1	nt	-5.0	-0.4	1.9	3.7
COc1ccc(O)c(C(=O)c2cnn(C(=O)c3cccc(N(C)C)c3)c2)c1	-0.2	0.9	-22.3	-2.8	nt	2.8	12.9	-0.9	-2.3
Cc1cc2cc(CCNS(=O)(=O)c3ccc(F)cc3)c(=O)[nH]c2cc1C	0.1	5.4	4.7	-1.9	0.4	2.7	5.3	-0.9	-11.8
CC(C)Cn1c(N)c(C(=O)CSc2nnnn2C)c(=O)n(C)c1=O	0.3	3.1	4.8	-1.6	-0.7	1.1	-2.3	-4.8	8.0
O=C(NCC(c1ccco1)N1CCN(c2ccccc2)CC1)c1ccc2c(c1)OCO2 (configuration not stated)	-0.6	1.5	-1.2	-0.9	-1.6	-3.2	8.6	2.2	-8.3
CC(CCc1ccccc1)NC(=O)C(=O)NCCO (configuration not stated)	1.9	3.6	-7.7	0.5	2.0	1.5	6.1	1.2	6.9

Brought forward from above: 2 compounds; new compounds follow.
SMILES	BoNT-A LC inh2	PrPC TRFRET	CCHFV vOTU inh	FadD28 FP inh	BioA inh	FBA Mtb inh	GDH-TPI counter	Mtb UGM inh	BoNT-F LC inh
O=C(NCC(c1ccco1)N1CCN(c2ccccc2)CC1)c1ccc2c(c1)OCO2 (configuration not stated)	-0.6	1.5	-1.2	-0.9	-1.6	-3.2	8.6	2.2	-8.3
CC(CCc1ccccc1)NC(=O)C(=O)NCCO (configuration not stated)	1.9	3.6	-7.7	0.5	2.0	1.5	6.1	1.2	6.9
O=C(Nc1ccc(C(=O)O)cc1)/C(=C\C=C\c1ccccc1)NC(=O)c1ccccc1Cl	3.1	-10.9	6.0	-3.9	-0.1	-4.4	55.6*	-1.0	1.3
O=[N+]([O-])c1cccc(-c2nnc(CNC3CC3)o2)c1	-0.4	-19.4	-7.3	-2.1	nt	5.0	-0.3	0.7	0.3
O=C(CSc1nc(=O)n(CCCN2CCOCC2)c2c1CCCC2)Nc1cccc([N+](=O)[O-])c1	0.2	-19.3	4.2	1.1	12.5	4.1	8.0	2.1	1.1
CN1CCN(/C=N/c2c(C#N)cnn2C)CC1	0.9	-4.5	5.9	0.0	0.0	0.4	-5.2	-0.7	-2.4
Cc1cc([N+](=O)[O-])nn1CC(=O)N(C)C1CCCCC1	-0.7	5.2	7.3	-4.0	1.0	-2.1	-5.0	-5.4	-0.3
COc1ccc(/C=C2/N=C(SCC(=O)Nc3cc(C)on3)N(c3ccccc3)C2=O)cc1	1.1	-0.5	-6.6	-5.1	10.1	-3.1	0.4	1.3	6.3
Cc1nc(CSc2ccc(Cl)cc2)cc(NCc2ccccc2)n1	-0.3	-5.1	6.9	-0.7	-0.2	-0.9	-1.9	0.2	-11.6
N#CC(c1ccccc1)(c1ncc(C(F)(F)F)cc1Cl)N1CCOCC1 (configuration not stated)	0.2	-1.4	-5.6	-3.7	-0.6	0.0	-1.4	-1.2	0.5
COC(=O)[C@]1(CC(C)C)N[C@H](c2ccc(-c3ccc(F)cc3)c(OC)c2)[C@@H]2C(=O)N(C)C(=O)[C@@H]21	-0.2	3.1	10.6	-1.4	-1.5	5.8	4.3	-1.6	-2.2
O=C(CCN1C(=O)c2cccc3cccc(c23)C1=O)Nc1ccccc1	-0.6	-2.0	-0.3	-2.1	-1.7	7.5	1.9	0.2	-12.3
CC(=Nc1ccc(O)cc1)c1sc2ccccc2c1O	-1.6	-7.0	12.5	-1.3	-2.9	-10.9	-2.3	0.5	-28.7
CC(C)CCNC(=O)c1ccc2c(SCC(=O)O)c3c(nc2c1)CCCC3	3.1	-4.5	2.1	-2.6	4.5	0.6	24.7	2.0	3.6
COc1cc2c(cc1NC(=S)Nc1cccc3ccccc13)oc1ccccc12	1.0	13.8	-17.2	-3.9	-1.1	105.4*	22.5	1.1	1.6
O=C(NN1C(=O)C2C3CCC(O3)C2C1=O)c1ccc(Br)o1 (configuration not stated)	-0.9	-4.0	-20.8	0.7	-0.8	1.5	8.1	2.3	-9.6
CCCCN(C=O)c1c(CC)nc2c(OCc3ccc(Cl)cc3Cl)cccn12	0.3	13.0	22.9	-2.5	1.2	-2.2	-1.3	nt	6.9

At a glance, part of the list above.
SMILES	BoNT-A LC inh2	PrPC TRFRET	CCHFV vOTU inh	FadD28 FP inh	BioA inh	FBA Mtb inh	GDH-TPI counter	Mtb UGM inh	BoNT-F LC inh
O=C(Nc1ccc(C(=O)O)cc1)/C(=C\C=C\c1ccccc1)NC(=O)c1ccccc1Cl	3.1	-10.9	6.0	-3.9	-0.1	-4.4	55.6*	-1.0	1.3
O=[N+]([O-])c1cccc(-c2nnc(CNC3CC3)o2)c1	-0.4	-19.4	-7.3	-2.1	nt	5.0	-0.3	0.7	0.3

The list continues.
SMILES	BoNT-A LC inh2	PrPC TRFRET	CCHFV vOTU inh	FadD28 FP inh	BioA inh	FBA Mtb inh	GDH-TPI counter	Mtb UGM inh	BoNT-F LC inh
S=C(NCc1ccncc1)Nc1ccc(Cl)cc1Cl	0.2	3.4	4.6	-2.7	nt	0.8	9.2	3.6	-1.7
O=C(O)C1C2C=CC3(CN(Cc4ccccn4)C(=O)C13)O2 (configuration not stated)	-0.9	6.1	1.7	0.7	nt	-2.6	-19.2	-3.6	25.6
O=C(Nc1ccc(Cl)cc1)c1cc2nc(-c3ccco3)cc(C(F)(F)F)n2n1	0.4	-1.0	-10.6	-0.8	-0.9	2.4	11.9	-0.4	5.7
O=C(COC(=O)c1cc(Cl)ccc1O)NNC(=O)c1ccccc1F	-0.5	6.7	-2.4	-2.5	-0.3	7.8	3.9	-1.7	-3.0
c1cc2c3c(cccc3c1)-c1cnccc1-2	-0.2	-4.4	-17.1	-3.0	1.5	11.9	1.4	nt	2.4
CC1=C(C(=O)N(C(C)C)C(C)C)CC(CC(=O)NC2CCCCC2)C(=O)N1Cc1ccccc1 (configuration not stated)	0.0	-3.1	14.0	-4.3	-1.7	-1.7	-1.4	nt	-1.1
O=S(=O)(O)c1cccc(N=Nc2c(O)ccc3ccccc23)c1	-1.2	-47.8	9.1	3.4	7.1	-29.3	-16.1	0.8	-1.3
Cc1ccc(C(C(=O)NCc2ccc(F)cc2)N(C(=O)c2csnn2)C2CC2)o1 (configuration not stated)	-2.5	1.0	-3.9	-1.3	nt	3.9	6.4	1.6	-6.9
O=C(N[C@H]1c2ccccc2C[C@H]1O)[C@H]1O[C@@H](n2ccc(=O)[nH]c2=O)[C@H](O)[C@@H]1O	-0.8	-6.6	-3.5	-1.3	0.6	-1.1	nt	nt	-6.0
O=S(=O)(c1cccc2nsnc12)N1CCc2ccccc2C1	?	-30.0	-9.9	-0.8	1.9	0.1	8.4	-1.7	6.6
CNC(=O)CSc1nc2nc(C)cc(C)n2n1	0.3	6.0	-0.6	-2.2	-1.8	5.0	-2.2	1.3	11.5
O=C1NC(=S)S/C1=C\c1ccc(SCc2ccccc2)o1	1.6	-12.8	18.2	18.1*	1.2	-8.7	17.0	2.1	-9.0
CC(C)CCNC(=O)C(c1ccco1)N(Cc1cccs1)C(=O)Cn1nnc2ccccc21 (configuration not stated)	0.2	-2.0	17.6	-0.4	11.9	-0.1	7.8	nt	9.3
O=C(O)CCSCC(=O)Nc1c(C(=O)C2CC2)oc2ccccc12	1.1	10.1	6.4	-3.5	-1.1	-2.4	16.7	0.7	?
Cc1cc(C)c(NC(=O)CSc2nnc(-c3ccncc3)n2Cc2ccco2)c(Cl)c1	0.8	-2.2	7.2	-2.9	1.7	1.5	-10.1	-1.8	1.4
COc1ccc(C(=O)CCC(=O)O)cc1	0.3	-10.2	1.9	0.6	-0.2	1.8	7.2	1.8	11.1
CCCCNCCCOc1cccc(Cl)c1	1.0	2.0	-6.3	1.3	0.1	-1.4	-6.7	-0.4	4.9
CC(=O)N1CCN(S(=O)(=O)c2cccc(C(=O)N(Cc3ccccc3)c3cccc(C)c3)c2)CC1	-5.2	-0.5	-7.4	-3.1	-1.3	0.3	1.4	-2.1	0.8
O=C(c1sc2ccccc2c1Cl)N1CCN(c2ncccn2)CC1	0.1	3.2	-5.8	-0.7	nt	1.3	3.9	1.1	-2.6
O=C(COC(=O)c1ccccn1)NC(=O)c1ccccc1	0.3	-3.9	-9.4	nt	-1.1	-1.9	4.9	-1.0	-3.4
CCOC(=O)c1cccc(NC(=O)CCn2c(=O)oc3ccccc32)c1	-3.3	0.0	10.2	-1.4	nt	2.5	-1.5	2.9	-9.5
CCOC(=O)c1c(C)[nH]c(C(=O)OCCOc2ccc(Cl)cc2)c1C	-0.1	7.5	8.3	-2.0	-0.5	1.5	2.1	-2.2	-2.2
Cc1nc2ccc(OC(=O)c3ccccc3)cc2s1	1.1	-5.0	-12.0	-0.3	0.4	0.6	2.2	-1.8	?
CS(=O)(=O)c1ccc(C(=O)NC2CCCCC2)cc1	-0.9	-4.1	5.9	3.2	nt	0.8	-5.2	1.6	2.2
CCS(=O)(=O)c1ccc2c(c1)NC(=O)C(CCO)O2 (configuration not stated)	0.0	0.8	17.0	-3.5	nt	-4.2	8.0	3.2	-1.1
COC(=O)c1ccc(-c2ccc(OC)c([C@H]3[C@H]4C=CC[C@@H](C)[C@@H]4C(=O)N3Cc3ccccc3)c2)cc1	-0.2	5.2	8.7	-3.0	-0.3	1.9	-0.4	-0.8	-0.8
COc1ccccc1CNC(=O)c1cccc(S(=O)(=O)N(C)c2ccccc2)c1	-0.3	6.1	0.3	-0.8	0.8	2.6	12.7	3.7	0.1
Cn1c(/C=C/c2ccc(Br)cc2)nc2ccccc2c1=O	-2.0	4.7	6.5	1.0	-1.4	2.1	2.0	-0.1	-27.2
CCOCCn1c(COc2ccc(C)cc2)nc2ccccc21	-1.5	9.9	8.0	-5.6	nt	0.8	2.5	1.1	-12.1
O=C(CN1CCN(C(=O)c2cc(C3CC3)nn2-c2ccccc2)CC1)Nc1ccc(F)cc1	0.2	-7.3	21.7	-2.9	1.1	-1.6	3.1	nt	-2.5
